High-throughput results (PubChem)
BRCA1 expr up = qHTS Assay to Identify Small Molecule Activators of BRCA1 Expression. Potency, µM (doses to about 46.1 µM), inactives show at the top dose activation, most hits filed as activators. MCF7-BRCA1-FFLuc reporter, luminescence, 48 h; response scale: scaled: vehicle 0%, 10 µM genistein 100%. hit rate 1.1% among 380,000; active = well fitted activation curve with a large enough effect; inconclusive = small, poorly fitted or top-dose-only effect; inactive = no such curve, though single readings can be large or run the other way; also: nearly all actives have a fitted effect of over 80% in size; some results filed as inactive show a strong effect at the top dose
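Luminescence from a BRCA1-driven firefly luciferase in MCF7 cells was the read-out, taken 15 min after substrate addition following 48 h compound exposure at 37 °C. Data were normalized to a 10 microM genistein control and DMSO vehicle.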
An asterisk follows results filed as active; ? = inconclusive. Potency is read from the fitted curve at half-maximal effect. These rows are one share of the data; the hit share may differ from the screen's.

compound | BRCA1 expr up
CCc1ccc(C(O)c2ncc(-c3ccc(C)cc3)[nH]2)cc1 (configuration not stated) | 10.7%
Cc1ccc(CN(Cc2ccco2)C(=O)COc2ccc(C)c(C)c2)cc1 | 25.6%
CCc1nc2ccc(C(=O)Nc3cc(-c4ccccc4)ccc3OC)cn2c1N(CC)Cc1cccc(Br)c1 | -34.4%
COc1ccc(Cn2c(=O)[nH]c3cc(C(=O)N4CCN(c5cc(Cl)ccc5C)CC4)ccc3c2=O)cc1 | ?
CC(C)Nc1ncnc2c1ncn2[C@H]1CN(Cc2cccs2)C[C@@H](CO)O1 | 13.2%
c1ccc(-c2nc(SCC3CCCCO3)n[nH]2)cc1 (configuration not stated) | ?
CCc1ccc2[nH]c(=O)c(CN(Cc3cccs3)Cc3nnnn3Cc3ccccc3)cc2c1 | -39.8%
O=C(NCc1ccccc1)c1cc(C2COCCN2S(=O)(=O)c2cccs2)on1 (configuration not stated) | 16.8%
O=C(Nc1ccc2c(c1)OCO2)C1Cc2c(-c3ccc4c(c3)OCO4)ccnc2O1 (configuration not stated) | -43.9%
CC(C)CN(C)c1ccc(/C=C2\C=Cc3ccccc32)cc1 | 17.2%
CCOC(=O)CC(NC(=O)CCc1c(C)nc2c(-c3ccccc3)c(C)nn2c1C)c1ccc(OC(C)C)cc1 (configuration not stated) | -46.5%
Cc1cc(OC(C)C(=O)Nc2sc3c(c2C(N)=O)CCCC3)ccc1Cl (configuration not stated) | 9.9%
COc1cccc(CN2CCC2(C)C(=O)NCCc2ccccn2)c1OC (configuration not stated) | 7.7%
CC1(C(=O)Nc2ccc3c(c2)OCO3)CCN1C(=O)c1ccco1 (configuration not stated) | -3.6%
COCCNC(=O)C1CCCN(C(=O)c2cncc(Br)c2)CC1 (configuration not stated) | 0.1%
CCOC(=O)c1ccc(NC(=O)c2ccc(CN3C(=O)CCn4nc(C)cc43)cc2)cc1 | 0.0%
Cc1ccc(-c2nnc(SCc3ccccc3C#N)o2)cc1 | ?
O=C1NC[C@H](Cc2ccc(O)cc2)N(C[C@@H]2CCCN2C[C@H](Cc2ccc(O)cc2)N2C[C@H](Cc3ccccc3)N(CC3CCCCCC3)C(=O)C2=O)C1=O | 4.6%
Cc1ccc(NC(=O)c2ncoc2-c2ccco2)cc1Cl | 0.0%
CN(Cc1ccccc1)C(=O)C1CCN(S(=O)(=O)c2ccc3c(c2)oc(=O)n3C)CC1 | -25.4%
C=CCNc1nc2cc(-c3cccc(Cl)c3)sc2c(=O)n1C | -10.6%
Cc1ccc2oc(-c3ccc(NC(=O)CCC(=O)O)cc3)nc2c1 | ?
C=C1CCC2C(C)(CO)C(O)CCC2(C)C1C/C=C1\C(=O)OCC1O (configuration not stated) | -53.1%
O=C(c1ccc2c(c1)N(Cc1ccc(F)cc1)C(=O)c1ccccc1S2(=O)=O)N1CCC(Cc2ccccc2)CC1 | 9.3%
NC(COCc1ccccc1)c1csc(Nc2ccc(C(=O)c3ccccc3)cc2)n1 (configuration not stated) | -41.6%
c1ccc(SC23CCCCN(CCC2)C32OCCO2)cc1 (configuration not stated) | -0.9%
COc1ccc(OC)c(C(Cc2ccnc3ccccc23)Cc2ccnc3ccccc23)c1 | -56.9%
Cc1cc(C)c(S(=O)(=O)NCCc2cc3cc(C)c(C)cc3[nH]c2=O)c(C)c1 | 11.6%
O=C(NC1CCCCC1)C(c1ccnc2ccccc12)N1CCOCC1 (configuration not stated) | 0.2%
O=C(NCc1ccccc1F)Nc1nnc([C@@H]2C[C@H](O)[C@@H](CO)O2)s1 | 2.5%
COC(=O)CCCC[C@@H]1O[C@H](CCc2ccccc2)CC2=C1C(=O)OC(C)(C)O2 | 2.6%
CC(C)NC(=O)c1cccc2c(-c3ccc(F)c(F)c3)coc12 | 1µM*
COc1ccc(Nc2nc3ccccc3nc2NS(=O)(=O)c2ccc(Cl)cc2)cc1OC | 20.5%
CCOC(=O)C1(C)CCN1C(=O)c1ccccc1OC (configuration not stated) | 17.4%
CCOc1ccccc1C1NC(c2ccc3c(c2)OCO3)=CC(c2ccccc2O)N1 (configuration not stated) | 9.0%
COC(=O)c1cc(=O)nc(NN=C2c3ccccc3-c3ccccc32)s1 | -26.7%
O=C(OCc1ccccc1)N1CCC2CC1c1cc(N3CCN(S(=O)(=O)c4cccc5ccccc45)CC3)ccc12 (configuration not stated) | 21.8%
CCOc1ccc(CC(=O)Nc2c(C(=O)c3ccc(F)cc3)oc3ccc(Cl)cc23)cc1OCC | 12.4%
CC1(C(=O)NCc2cccs2)CCN1CCc1ccccc1 (configuration not stated) | -0.3%
Cc1cnc(C)c(Nc2nc(C(N)Cc3ccc(C(F)(F)F)cc3)cs2)n1 (configuration not stated) | -25.0%
O=C(NCc1ccncc1)[C@@H]1CCCN1C(=O)[C@@H]1CCCN1C(=O)c1ccccc1Cl | -3.3%
COc1ccc(-c2nc3ccc(Cl)cn3c2Cc2ccccc2C(F)(F)F)cc1OC | 5.2%
CCOc1ccc(NC(=O)CSc2nnc3c(n2)[nH]c2ccc(S(=O)(=O)N(C)C)cc23)cc1 | 23.3%
COc1ccc(NC(=O)C2Cc3c(-c4ccncc4)ccnc3O2)cc1OC (configuration not stated) | -5.4%
CN(Cc1ccccc1)c1ncnc2onc(-c3ccc(F)cc3)c12 | -18.2%
O=S1(=O)CC(N2CCC(Cc3ccccc3)CC2)CN1CCc1ccccc1 (configuration not stated) | -7.3%
Nc1nn(-c2ccccc2)nc1C(=O)OCc1ccccc1Br | 6.9%
COc1cc(C2NC(=O)N(C)C3=C2C(=O)N(c2cccc(Cl)c2)C3)ccc1O (configuration not stated) | 0.2%
CC(C)CNC(=O)C1(C)CCCN1C(=O)c1ccc2c(c1)CCO2 (configuration not stated) | 0.0%
CC1(Cc2ccccc2C#N)C(=O)Nc2ccc(-c3ccccc3)cc21 (configuration not stated) | 0.0%
CC(C)CNC(=O)c1[nH]c(C(F)(F)F)nc1-c1ccccc1 | 0.1%
COc1cccc(/C=C/c2nc(C#N)c(NCCN(C)C)o2)c1 | 22.2%
COc1ccc(C2NC(=O)N(C)C3=C2C(=O)N(c2cccc(Cl)c2)C3)cc1 (configuration not stated) | -5.8%
Cn1c(=O)c2cc(NC(=O)Cc3cccc4ccccc34)ccc2n1-c1ccccc1 | -50.4%
CCc1nc2ccc(C(=O)Nc3cc(-c4ccccc4)ccc3OC)cn2c1N(C)CCCc1ccccc1 | 0.0%
Cc1cc(=O)n2nc(N(C)CC(=O)NCc3ccccc3C)sc2n1 | 0.0%
CCc1ccc(NC(=O)Cn2c(=O)ccc3cc(S(=O)(=O)N4CCCC4)ccc32)cc1 | 7.2%
COc1cccc(C2NC(=O)c3n[nH]c(-c4cccs4)c32)c1 (configuration not stated) | -13.7%
Cc1onc(-c2ccccc2Cl)c1C(=O)Nc1nnc(C2CCCCC2)s1 | -6.0%
CC1=C(C(=O)N2CCCCCC2)CC(CC(=O)NCCc2ccccn2)C(=O)N1Cc1ccc(F)cc1 (configuration not stated) | 2.4%

(cont.)
compound	BRCA1 expr up
COc1ccc(Cl)cc1NC(=O)Cn1nc(C(F)(F)F)c2c1CCCC2	-42.0%
COc1cc2oc(=O)cc(CN3CCN(c4ccccc4F)CC3)c2cc1Cl	0.6%
CCn1cc(C(=O)N2CCN(c3cccc(C(F)(F)F)c3)CC2)c2cc(OC)c(OC)cc2c1=O	-49.7%
COc1cc(F)ccc1-c1cc(C(=O)NCc2ccc(C(F)(F)F)cc2)[nH]n1	0.0%
CC(=O)c1cccc2c1OC(C)C(=O)N2Cc1ccc(Cl)cc1 (configuration not stated)	-1.9%
CCCOc1ccc(C2CC(=O)Nc3c2c(=O)n(C)c(=O)n3C)cc1OC (configuration not stated)	3.6%
COc1cc(F)ccc1-c1cc(C(=O)Nc2ccc(C)c(NS(C)(=O)=O)c2)[nH]n1	0.0%
CCOC(=O)C1=C(C)NC(=O)NC1c1cn(-c2ccccc2)nc1-c1ccc(OC(C)C)cc1 (configuration not stated)	-27.4%
Cc1c(Cl)cccc1NC(=O)c1ccc2snnc2c1	9.5%
CCN(C(=O)Cn1cc(S(=O)(=O)N2CCN(c3ccccc3F)CC2)c2ccccc2c1=O)c1ccc(C)c(C)c1	-5.7%
COc1ccc(-c2nc3cc(C)c(Br)c(C)n3c2CC(C)(C)C)cc1OC	-21.0%
COc1ccc(N2CCN(C(=O)CCn3nc(C)c(S(=O)(=O)N4CCCC4)c3C)CC2)cc1	3.4%

2 of the compounds above, as labelled records:
> COc1cc(F)ccc1-c1cc(C(=O)Nc2ccc(C)c(NS(C)(=O)=O)c2)[nH]n1
  BRCA1 expr up: 0.0%

> CCOC(=O)C1=C(C)NC(=O)NC1c1cn(-c2ccccc2)nc1-c1ccc(OC(C)C)cc1 (configuration not stated)
  BRCA1 expr up: -27.4%

Other entries
compound	BRCA1 expr up
CC(C)c1ccc(NC(=O)C(Cc2ccccc2)NS(=O)(=O)c2ccc3c(c2)CCC(=O)N3)cc1 (configuration not stated)	-30.0%
CCNC(=O)Nc1ccc2c(c1)c(=O)n(C)n2Cc1ccc(Cl)cc1	0.0%
CC(=O)c1cccc(NC(=O)C2CCN(c3nnc(-n4cccc4)s3)CC2)c1	11.8%
COc1ccc(CNC(=O)CSc2nc3ccsc3c(=O)n2Cc2ccccc2Cl)cc1	12.5%
C(=C\c1ccccc1)/CN1CCN(C(c2ccnc3ccccc23)c2nnnn2C2CCCCC2)CC1 (configuration not stated)	0.0%
Cc1ccc(NC(=O)CN2C(=O)COc3ccc(S(=O)(=O)Nc4ccccc4)cc32)c(C)c1	-23.3%
CCOC(=O)[C@]12CCC=C1N(CCC1=CCCCC1)C(=O)[C@H](CC(=O)NCCCN1CCCC1=O)C2	12.6%
COc1cccc(NC(=O)CSc2nc(=O)n(Cc3ccccn3)c3c2CCC3)c1	0.0%
O=S1(=O)CC(N2CCN(Cc3ccccc3F)CC2)CN1Cc1cn(Cc2ccc(F)cc2)nn1 (configuration not stated)	22.6%
COC(=O)[C@@]1(Cc2ccc(F)cc2)[C@H]2c3cc(C(=O)N4CCCC4)n(CCc4c[nH]c5ccccc45)c3C[C@H]2CN1C(=O)c1ccccc1	-42.8%
CCCCC(=O)N(C)c1c(CC)nc2c(OCCC3CCCCC3)cccn12	-33.9%
CCOc1ccc(CNC(=O)C2Cc3cc(S(=O)(=O)N4CCCCCC4)ccc3N2C(C)=O)cc1 (configuration not stated)	3.7%
CCc1nc2c(OCc3ccccc3)cccn2c1N(C)C(=O)c1ccco1	7.5%
C(=C\c1ccnc2ccccc12)/c1cccnc1	-12.6%
CCCC(=O)NCCc1nc2ccccc2n1Cc1c(F)cccc1Cl	7.6%
CN(C)/[N+]([O-])=N/Oc1ccc([N+](=O)[O-])cc1[N+](=O)[O-]	-35.5%
Cn1c(=O)[nH]c2cc(-c3noc(-c4ccc(Br)cc4)n3)ccc21	23.3%
CS(=O)(=O)Nc1ccccc1-c1ccc2nccn2c1	0.0%
CCc1ccc(C(=O)c2cn(CC(=O)Nc3ccc4c(c3)OCCO4)c3ccc(CC)cc3c2=O)cc1	-6.9%
Cc1cccc(OCc2cc(=O)n3c(-c4ccccc4)csc3n2)c1C	48.2%
COc1ccc(CCNC(=O)c2ccc3c(c2)N(Cc2ccc(Cl)cc2)CCS3)c(OC)c1	-22.4%
COc1ccccc1CNc1nc(Oc2cccc(F)c2)c2sccc2n1	-14.2%
O=C(NC(c1ccccc1)c1cnccn1)C1CCN(CCOc2ccc(Cl)cc2Cl)CC1 (configuration not stated)	-21.3%
CC(=O)Nc1ccc(NC(=O)c2ncoc2-c2ccco2)cc1	0.0%

7 records picked at random from those above, as already listed:
compound	BRCA1 expr up
CS(=O)(=O)Nc1ccccc1-c1ccc2nccn2c1	0.0%
COc1ccc(CCNC(=O)c2ccc3c(c2)N(Cc2ccc(Cl)cc2)CCS3)c(OC)c1	-22.4%
Cc1cccc(OCc2cc(=O)n3c(-c4ccccc4)csc3n2)c1C	48.2%
CCc1ccc(C(=O)c2cn(CC(=O)Nc3ccc4c(c3)OCCO4)c3ccc(CC)cc3c2=O)cc1	-6.9%
COc1ccccc1CNc1nc(Oc2cccc(F)c2)c2sccc2n1	-14.2%
Cn1c(=O)[nH]c2cc(-c3noc(-c4ccc(Br)cc4)n3)ccc21	23.3%
C(=C\c1ccnc2ccccc12)/c1cccnc1	-12.6%

More entries:
compound	BRCA1 expr up
COc1ccccc1CNC(=O)CCc1c(C)nc2c(c(C)nn2-c2ccc(C)c(C)c2)c1C	2.8%
O/N=C(/C[n+]1cccc(Br)c1)c1ccc2ccccc2c1	-4.2%
Nc1nc(NCc2ccccc2Cl)c2[nH]cnc2n1	-9.8%
CC(=O)c1cccc(NC(=O)Nc2cc3c(cc2N2CCCC2)n(C)c(=O)n3C)c1	-54.3%
CCC(=O)Nc1ccc2nc(SCCOc3ccccc3)sc2c1	0.0%
Cc1ccc(C(=O)Nc2ccc(OCc3cc(=O)n4c(C)csc4n3)cc2)cc1	11.9%
Cn1c(-c2ccccc2)c(Sc2ccccc2)c2cc(-c3ccc4[nH]ccc4c3)ccc21	-2.6%
Cc1cc(NC(=O)CS(=O)(=O)c2cn(Cc3cccc(C(F)(F)F)c3)c3ccccc23)no1	-10.6%
CC(C)NC(=O)C1(C)CCCN1C(=O)c1cc(C#N)cs1 (configuration not stated)	10.6%
Cc1ccc(CNc2nccn(-c3cc(C)cc(C)c3)c2=O)cc1	-5.4%
CCCOc1ccc(C(=O)NCC2OCCc3ccccc32)cc1 (configuration not stated)	61.5%
CCN(C(=O)CSc1nc2ccccc2n1CC(=O)NCc1ccc(OC)cc1)c1ccccc1	16.3%
COc1ccc(S(=O)(=O)c2c(SC)nn(CC(=O)Nc3ccc(C)c(Cl)c3)c2N)cc1	-31.9%
C=C1C=C(C)n2ncc(C(=O)Nc3ccc(C)cn3)c2N1	-8.0%
CC(O)(c1cccnc1)c1nc(-c2ccc(F)c(Cl)c2)cs1 (configuration not stated)	-28.4%
